# TRPV1 agonist: human TRPV1 agonism; AID 540275; TRPV1-expressing cells, Fluo-8 calcium influx, agonist mode; activation, % at 8.33 µM; actives 0.19% (n = 320,000); in the data active = activation above about 80%; inconclusive = between about 30% and that limit; note: 0% is about no effect
#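 TRPV1-expressing cells were cultured overnight at 35.5C and loaded with Fluo-8 calcium dye for 40 to 90 min at room temperature. After a 10 s baseline, compound was added and calcium influx was read kinetically for 3 min (ex 480/em 520 nm).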
# GALK inhibitor: galactokinase (human) inhibition. Purified GALK, Kinase-Glo residual ATP luminescence. Potency, µM (highest dose often 57.5 µM), for inactives: at the highest dose activity change, negative = inhibition, most hits filed as inhibitors. P51570. actives 0.007% (n = 270,000); note: potency is the fitted concentration of half-maximal effect; % is set by controls: 0 for no effect and ±100 for the full control effect
#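 Kinase-Glo Plus luminescence measured ATP left after a 1 h room-temperature reaction. The reaction used 5 nM GALK, 100 uM galactose and 35 uM ATP at pH 8.0 (20 mM HEPES, 5 mM MgCl2, 60 mM NaCl, 1 mM DTT, 0.01% BSA).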
# KCNH2 WT inh: inhibitors of human wildtype KCNH2 potassium channel; Q12809; U2OS, BacMam KCNH2, thallium flux FluxOr; stronger effect = lower value; activity change, % at 1.84 µM; actives 0.37% (n = 340,000);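 active = maximum activity change below -70%; inconclusive = maximum activity change between -70% and -50%; inactive = maximum activity change above -50%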; note: % is set by controls: 0 for no effect and ±100 for the full control effect
# Target sequence (Q12809 whole entry, looked up): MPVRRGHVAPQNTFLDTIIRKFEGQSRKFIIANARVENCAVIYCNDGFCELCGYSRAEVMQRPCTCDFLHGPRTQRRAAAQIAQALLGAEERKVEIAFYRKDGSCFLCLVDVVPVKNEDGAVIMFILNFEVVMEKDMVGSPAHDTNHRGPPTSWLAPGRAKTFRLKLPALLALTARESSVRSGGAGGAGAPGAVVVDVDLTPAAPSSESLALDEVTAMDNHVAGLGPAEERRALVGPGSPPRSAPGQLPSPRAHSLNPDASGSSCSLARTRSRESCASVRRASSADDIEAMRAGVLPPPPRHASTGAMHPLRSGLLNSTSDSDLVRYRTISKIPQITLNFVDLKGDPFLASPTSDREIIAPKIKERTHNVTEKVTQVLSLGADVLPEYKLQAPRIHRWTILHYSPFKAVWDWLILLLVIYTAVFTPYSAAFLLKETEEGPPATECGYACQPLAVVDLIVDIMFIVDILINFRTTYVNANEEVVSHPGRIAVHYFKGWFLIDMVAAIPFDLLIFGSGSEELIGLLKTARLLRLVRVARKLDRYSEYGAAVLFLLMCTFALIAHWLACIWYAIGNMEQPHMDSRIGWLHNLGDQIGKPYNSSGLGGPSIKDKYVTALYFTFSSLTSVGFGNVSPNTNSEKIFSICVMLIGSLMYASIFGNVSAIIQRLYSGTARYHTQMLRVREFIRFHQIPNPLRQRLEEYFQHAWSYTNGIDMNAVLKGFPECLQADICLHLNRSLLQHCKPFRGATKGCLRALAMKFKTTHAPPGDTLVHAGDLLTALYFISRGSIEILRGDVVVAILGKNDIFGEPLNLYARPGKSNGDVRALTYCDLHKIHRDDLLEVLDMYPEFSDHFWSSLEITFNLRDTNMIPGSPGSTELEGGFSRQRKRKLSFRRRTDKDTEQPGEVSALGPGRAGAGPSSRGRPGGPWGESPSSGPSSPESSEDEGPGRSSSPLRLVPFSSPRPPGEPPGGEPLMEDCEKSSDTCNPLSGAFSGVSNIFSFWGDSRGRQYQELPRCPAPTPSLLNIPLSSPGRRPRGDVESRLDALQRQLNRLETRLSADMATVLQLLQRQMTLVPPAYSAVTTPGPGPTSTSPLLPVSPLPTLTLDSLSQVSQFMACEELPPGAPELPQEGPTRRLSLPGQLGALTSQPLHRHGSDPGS
#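 U2OS cells transduced with wild-type KCNH2 virus are loaded with FluxOr dye for 45 min, and thallium flux is measured in kinetic reads before and after stimulation buffer. Rate constants are normalized to DMSO controls.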
# ASM inhibitor: inhibitors of human secretory acid sphingomyelinase; P17405; placental ASM, HMU-PC fluorogenic substrate, 60 min; Potency, µM (top dose mostly 57.5 µM), for the others: at the highest dose activity change, negative = inhibition, actives largely listed as inhibitors; actives 0.006% (n = 340,000); note: potency is the fitted concentration of half-maximal effect
#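 Steps: dispense placental human ASM, pin compound, wait 10 min at room temperature, add HMU-PC0 substrate at 9 uM final, incubate 60 min at 37 °C, add stop solution raising pH to 10, read fluorescence.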
# FBPA coupling cs: counter-screen for Giardia aldolase inhibitors: coupling enzyme system; actives 0.67% (n = 290,000); AID 2472; coupling enzyme system counterscreen, AmpLite Red fluorescence; activity change, negative = inhibition, % at 58.2 µM, hits read low; in the data active = activity change below about -30%; note: % is set by controls: 0 for no effect and ±100 for the full control effect
#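 Counterscreen of the coupled detection system alone, without aldolase: glyceraldehyde-3-phosphate coupling enzymes plus AmpLite Red readout. Compounds at 57.5 uM final, 10 min RT preincubation, 20 min RT reaction, fluorescence 525/598 nm.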
# MLL CXXC-DNA inh: MLL CXXC-DNA interaction inhibition. Potency, µM (titrated, usually from 115 µM), without a hit: top-dose activity change, negative = inhibition, actives largely listed as inhibitors. actives 0.037% (n = 290,000). MLL-CXXC / FITC-HOXA9 DNA fluorescence polarization. AID 2662. Q03164; active = well fitted inhibition curve with a large enough effect in the polarisation, with a control signal flat, not every such curve was filed as active; inconclusive = small, poorly fitted or top-dose-only effect, or effect the other way, or a change in a side signal; inactive = no such curve, though single readings can be large or run the other way; the % refers to the polarisation; note: potency is the fitted concentration of half-maximal effect
#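 Fluorescence polarization: 7 uM MLL-CXXC (stock) preincubated 5 min with compounds, then 50 nM fluorescein-HOX-A9 DNA (stock) added; 30 min ambient. Buffer 50 mM Tris-HCl pH 7.5, 50 mM NaCl, 1 mM DTT, 0.05% BSA.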
# A-T KAP1 phos: potential ataxia-telangiectasia treatments restoring KAP-1 phosphorylation; […] A-T fibroblasts, KAP-1 phosphorylation AlphaLISA; neocarzinostatin DNA damage 30 min before lysis; Potency, µM (highest dose often 57.5 µM), for inactives: top-dose activation, actives largely listed as activators; actives 0.19% (n = 320,000); note: potency is the fitted concentration of half-maximal effect; % of control where 0% means no effect; nearly all actives have a fitted effect of over 45% in size
#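 hTERT-immortalized A-T patient fibroblasts ([…]), 500 cells/well in OPTI-MEM, 1% FBS, got compounds for 60 min, then NCS for 30 min at 37C. Lysates were then assayed for phospho-KAP-1 by AlphaLISA (anti-pKAP1 donor, anti-KAP1 acceptor beads), 6 hr at 25C.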
# MBNL1 CUG block: MBNL1-poly(CUG) RNA binding inhibition; Potency, µM (doses to about 57.5 µM), inactives show at the top dose activity change, negative = inhibition, usual class: inhibitors; TR-FRET MBNL1-His/biotin-(CUG)12 binding, 665/545 ratio; AID 2675; actives 0.036% (n = 280,000); active = well fitted inhibition curve with a large enough effect in the signal ratio, with a control signal flat, not every such curve was filed as active; inconclusive = small, poorly fitted or top-dose-only effect, or effect the other way, or a change in a side signal; inactive = no such curve, though single readings can be large or run the other way; the % refers to the signal ratio; note: potency is the fitted concentration of half-maximal effect; % is set by controls: 0 for no effect and ±100 for the full control effect
#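 MBNL1-His + Biotin-(CUG)12, cpd titration 92 nM–58 uM; Tb anti-His Ab 0.055 ng/ul, SA-XL665 5 nM (final); 60 min RT; ratiometric 665/545 nm, Ex 340 nm; normalized to buffer and full-complex controls.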
# Integrin act MD: integrin-mediated muscular dystrophy alleviation activation. actives 0.064% (n = 350,000). Potency, µM (titrated, usually from 38.3 µM), for the others: at the top dose activation, most hits filed as activators. AID 624291. alpha7betagal myoblasts, beta-gal FDG fluorescence, 48 h;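 note: potency is the fitted concentration of half-maximal effect; 100% = response of the positive control SU9516; nearly all actives have a fitted effect of over 60% in size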
#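 Alpha7betagal+/- myoblasts (passage 13) were plated 16-24 hr, then exposed to compounds (1:260 dilution of DMSO stock) for 48 hours at 37C. After MPER lysis, β-galactosidase reporter activity was read as FDG fluorescence (ex 480/em 540) after 30 minutes.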
# KCNH2 3.1 inh: blocks the human KCNH2 3.1 channel isoform; actives 0.95% (n = 340,000); AID 720553; U2OS KCNH2 3.1, thallium flux FluxOr; stronger effect = lower value; activity change, % (tested at about 1.8 µM);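 active = maximum activity change below -70%; inconclusive = maximum activity change from -70% to -50%; inactive = maximum activity change above -50%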;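 note: thallium influx rate constant from kinetic fluorescence after stimulation buffer; % is set by controls: 0 for no effect and ±100 for the full control effect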
#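 Normalized rate constant (relative to positive and negative DMSO controls) derived from a 2 min kinetic fluorescence read after stimulation; U2OS cells expressing the 3.1 isoform via virus at 1.77 x 10^8 /mL.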
# An asterisk follows results filed as active; ? = inconclusive; nt = no result given; [ ] = another dose, or the depositor's remark. Unless noted, calls come from the whole dose curve; as a rule, active = well fitted curve in the direction sought with a large enough effect; inconclusive = small, poorly fitted or top-dose-only effect, or another doubt; inactive = no such curve, though single readings can be large; an effect the other way counts as inactive or inconclusive. Some of the compounds tested; rates above refer to the full screens.
# Value order – TRPV1 agonist, GALK inhibitor, KCNH2 WT inh, ASM inhibitor, FBPA coupling cs, MLL CXXC-DNA inh, A-T KAP1 phos, MBNL1 CUG block, Integrin act MD, KCNH2 3.1 inh
- CCCc1nnc(NC(=O)CCC(=O)N2CCN(CCOC(c3ccccc3)c3ccccc3)CC2)s1
  2, -3%, 3, 3%, 0, 1%, 3%, 4%, 17%, -8
- Fc1ccc(CCNCc2cccc(Cl)c2)cc1
  21, 1%, 15, -2%, nt, -7%, -2%, -8%, 25%, -2
- Cc1ncc(CN2CCCC(C(=O)c3ccc(C(C)(C)C)cc3)C2)s1 (centres undefined)
  ?, 3%, 2, 2%, 0, -6%, 5%[11.5 µM], -1%, -16%, -4
- Cc1ccc(OCC(=O)N2CCN(CC3CC4C=CC3C4)CC2)cc1 (centres undefined)
  ?, 0%, 24, 1%, -1, 5%, 0%, -5%, -23%, 2
- N#CC1c2ccccc2-n2nncc2CN1Cc1cc(Cl)cc(Cl)c1 (centres undefined)
  nt, nt, -9, -3%, nt, nt, nt, nt, -42%, -6
- O=C(O)COc1ccc(Br)cc1C(c1c(C(=O)O)[nH]c2ccccc12)c1c(C(=O)O)[nH]c2ccccc12
  4, -3%, 0, 3%, 15, -25%, 7%, -15%, 7%, -7
- O=C(O)CC1OCC=C2CN3CCC45c6ccccc6NC4C1C2CC35 (centres undefined)
  -1, 5%, 8, -2%, 0, 60%[activator], -3%, -4%, 13%, 7
- CC(=NCC1CCCO1)c1c(O)n(C)c(=O)n(C)c1=O (centres undefined)
  2, -1%, 1, 3%, 1, -1%, 7%, -8%, -12%, 1
- O=C(N/N=C\c1ccc(COc2ccc([N+](=O)[O-])cc2)o1)c1cccc(Cl)c1
  11, 2%, 2, -6%, 0, 18%, 3%, ?, 9%, -28
- C=CCSC1=N/C(=C\c2cc(OC)c3c(c2)OCO3)C(=O)S1
  3, 2%, -22, -2%, 5, ?, 5%, -5%, -3%, 12
- CC(C)N(C(=O)CCl)c1ccccc1
  nt, nt, 8, -2%, 4, nt, nt, nt, nt, 17
- Cc1ccc(-n2c(O)c(C=NCCN(C)C)c(=O)[nH]c2=O)cc1
  -3, nt, 7, 3%, 0, 6%, -8%, -13%, 5%, 2
- CCN(CC)C(=O)c1ccc(NC(=O)COc2ccc([N+](=O)[O-])cc2Cl)cc1
  -6, 1%, 0, -1%, 2, 1%, 6%, ?, 7%, -29
- COC(=O)C1=C(c2ccc(F)cc2OCc2ccccc2)C[C@@H]2CC[C@H]1N2C(=O)NC1CC1
  ?, nt, 3, 0%, nt, nt, 23%, nt, -7%, -4
- CCOC(=O)[C@@H]1[C@H]2COc3ccc(Br)cc3[C@@H]2N2C(=O)N(c3cccc(C)c3)C(=O)[C@]12C
  27, nt, -3, -2%, -3, 10%, 12%, 1%, 22%, -5
- Cc1ccc(C)c(C2(O)CC(C)N(C)CC2C)c1 (centres undefined)
  -1, -1%, -4, 6%, 1, -14%, 1%, -8%, 9%, 3
- O=P(NS(=O)(=O)c1ccc(Br)cc1)(Oc1ccccc1)Oc1ccccc1
  10, -5%, -22, 13%, 25, -18%, -1%, -1%, -1%, 8
- CN1C(=O)CCC2(C)C1=CCC1C2CCC2(C)C1CCC2(C)O (centres undefined)
  nt, nt, -5, 0%, nt, nt, nt, nt, 8%, 23
- Fc1ccc(CNCCc2c[nH]c3ccccc23)cc1
  4, 0%, 7, -2%, 2, -1%, 1%, -2%, -34%, -25
- CCOP(=O)(C#CC(C)(C)C)C(O)(c1ccccc1)C(F)(F)F (centres undefined)
  -3, -2%, 1, -2%, 0, -5%, 4%, 3%, -3%, 2
- O=C(O)CCn1cc(C=C2C(=O)NC(=S)NC2=O)c(-c2cccc(Cl)c2)n1
  -2, 4%, -1, -19%, 7, -4%, 3%, -6%, 16%, 3
- Cn1c(O)c(N=Nc2cccc(S(=O)(=O)N3CCOCC3)c2)c(=O)n(C)c1=O
  -2, 1%, -18, -12%, 4, 4%, 5%, ?, -13%, 10
- COc1cccc(CCNCc2ccc(SC)cc2)c1
  10, 0%, 14, -1%, 1, -3%, -9%, nt, -17%, -12
- COc1ccc(-n2c(C)cc(C(=O)C[N+]34CCN(CC3)CC4)c2C)cc1
  -5, -1%, -32, 5%, 7, 3%, 3%, 0%, -14%, -8
- O=c1[nH]c(=S)n(C2CC2)c(O)c1/C=N/Nc1cccc2ccccc12
  -3, 1%, -4, -4%, -53*, -3%, -1%, 47%[activator], -20%, -9
- CCN1CCN(c2nc3c(c(=O)[nH]2)CCC3)CC1
  -4, 0%, 3, 8%, 4, -7%, 6%, -4%, -13%, 29
- CCCc1c(C)nc(SCC(=O)C(C)(C)C)nc1OC(=O)N(C)C
  3, 12%, 1, 4%, 2, -9%, -6%, -17%, -17%, 4
- O=C(c1cc(-c2cccnc2)nc2ccc(Cl)cc12)N1CCC2(CC1)OCCO2
  3, -1%, -21, 1%, 0, -4%, 0%, 5%, 20%, -3
- CCC(=O)Oc1ccc(C(=O)Nc2cccc(C(=O)c3ccccc3)c2)cc1
  -1, 0%, -3, -7%, -2, 112%[activator], 0%, -13%, -29%, -13
- O=C1Nc2ccccc2Sc2ccccc21
  0, 1%, -6, 0%, -6, 1%, 2%, 8%, -3%, 11

# Four of these compounds, reformatted.
Structure	TRPV1 agonist	GALK inhibitor	KCNH2 WT inh	ASM inhibitor	FBPA coupling cs	MLL CXXC-DNA inh	A-T KAP1 phos	MBNL1 CUG block	Integrin act MD	KCNH2 3.1 inh
O=C(O)CC1OCC=C2CN3CCC45c6ccccc6NC4C1C2CC35 (centres undefined)	-1	5%	8	-2%	0	60%[activator]	-3%	-4%	13%	7
CC(=NCC1CCCO1)c1c(O)n(C)c(=O)n(C)c1=O (centres undefined)	2	-1%	1	3%	1	-1%	7%	-8%	-12%	1
O=C(N/N=C\c1ccc(COc2ccc([N+](=O)[O-])cc2)o1)c1cccc(Cl)c1	11	2%	2	-6%	0	18%	3%	?	9%	-28
C=CCSC1=N/C(=C\c2cc(OC)c3c(c2)OCO3)C(=O)S1	3	2%	-22	-2%	5	?	5%	-5%	-3%	12

# (next part)
# Value order – TRPV1 agonist, GALK inhibitor, KCNH2 WT inh, ASM inhibitor, FBPA coupling cs, MLL CXXC-DNA inh, A-T KAP1 phos, MBNL1 CUG block, Integrin act MD, KCNH2 3.1 inh
- CN1CCN2c3ccc(N)cc3CC3(C(=O)NC(=O)NC3=O)C2C1 (centres undefined)
  -1, nt, -5, 1%, -10, ?, 3%, ?, -10%, -32
- CN1C(=O)C(=Cc2cn(CC#N)c3ccccc23)C(=O)N(C)C1=O
  3, nt, -12, -8%, 1, 1%, 17%, -1%, 14%, -4
- O=C(c1ccccc1)N1CCN(c2ccccc2)CC1
  nt, nt, 10, 9%, nt, nt, nt, nt, ?, 23
- OCC(Cl)CCl (centres undefined)
  1, nt, 0, -2%, nt, nt, 2%, nt, nt, 2
- CC(C)C[C@H](NC(=O)[C@@H]1CCCN1C(=O)[C@@H](N)Cc1ccc(O)cc1)C(=O)NCC(N)=O
  -4, -1%, -1, 0%, -1, 25%, -7%, -19%, nt, 5
- COC(=O)C(O)(c1c(C)[nH]c2ccccc12)C(F)(F)F (centres undefined)
  0, -1%, -2, 4%, -4, -7%, 11%, -2%, 14%, 3
- OCC#CC[N+]1(CC#Cc2ccccc2)CCOCC1
  -1, 0%, -3, 2%, 0, 13%, -2%, -15%, ?, 4
- COc1ccc2nc(NC3=NCCN3)sc2c1
  -1, 3%, 13, -2%, 0, -2%, -7%, -7%, 9%, 4
- O=C(COc1ccc(Cl)cc1)N1CCN(C/C=C/c2ccccc2)CC1
  13, 1%, 9, -1%, 1, -2%, -1%, -1%, 14%, -41
- O=C(CCNC(=O)N1C[C@H]2C[C@@H](C1)c1cccc(=O)n1C2)Nc1cccc(Cl)c1
  2, nt, -1, -2%, -3, 4%, -8%, 1%, 15%, 11
- CCOc1ccccc1N=C1SCCCN1C
  1, 1%, 5, 11%, 1, -10%, 2%, -2%, 13%, -3
- CSCCC(N=Cc1c(O)n(-c2ccc(Cl)cc2)c(=O)[nH]c1=O)C(=O)OC(C)(C)C (centres undefined)
  -6, -1%, 2, -1%, 1, -2%, -1%, 4%, -9%, -6
- CC(=O)c1cn(Cc2ccccc2C#N)c2ccccc12
  -2, 1%, -4, -2%, 5, -4%, 3%, 15%, -56%[inhibitor], -3
- Cc1ccc(N2C(=O)NC(=O)/C(=C\c3cc(C)n(-c4sc5c(c4C#N)CCCC5)c3C)C2=O)cc1
  17, -12%, 25, ?, 1, 7%, 11%, -3%, -16%, nt

# Compound activity: PubChem, National Center for Advancing Translational Sciences (NCATS)
